High-throughput results (PubChem BioAssay)
hcGAS inh: human cGAS inhibition; Q8N884; recombinant h-cGAS, ATP depletion, Kinase-Glo luminescence; inhibition, % at 12.5 µM; hit rate 0.081% among 290,000; AID 1259398;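 also: 0% = vehicle reaction and 100% = reaction without DNA for no activity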
Target sequence (Q8N884 whole entry, looked up): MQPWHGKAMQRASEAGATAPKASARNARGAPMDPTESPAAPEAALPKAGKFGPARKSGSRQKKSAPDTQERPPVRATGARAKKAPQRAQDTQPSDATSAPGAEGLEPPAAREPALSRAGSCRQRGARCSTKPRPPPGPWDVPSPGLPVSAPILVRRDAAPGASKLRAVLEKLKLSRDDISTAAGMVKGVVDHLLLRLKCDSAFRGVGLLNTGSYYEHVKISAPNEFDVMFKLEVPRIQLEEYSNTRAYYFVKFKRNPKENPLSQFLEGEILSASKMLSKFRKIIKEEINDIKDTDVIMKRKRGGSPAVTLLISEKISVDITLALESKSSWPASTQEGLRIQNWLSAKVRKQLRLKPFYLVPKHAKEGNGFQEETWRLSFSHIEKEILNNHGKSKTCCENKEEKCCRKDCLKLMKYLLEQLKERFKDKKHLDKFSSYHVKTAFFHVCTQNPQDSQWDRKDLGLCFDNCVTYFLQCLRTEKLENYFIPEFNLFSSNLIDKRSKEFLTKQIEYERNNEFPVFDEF
mcGAS inh: mouse cGAS inhibition by luminescence. AID 1259399. inhibition, % at 12.5 µM. hit rate 0.15% among 160,000. Q8C6L5. recombinant cGAS, Kinase-Glo ATP depletion luminescence;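 also: 0% = negative control wells and 100% = reference inhibitor with no enzyme activity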
NPYLR7 agonist: mosquito NPYLR7 agonism; HEK293T NPYLR7/Galpha15, GCaMP6s calcium fluorescence; activation, % at 10 µM; hit rate 0.15% among 270,000; AID 1259423; in the data active = activation above about 40%;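 also: 0% = vehicle and 100% = reference agonist at the receptor; some compounds past the cut are filed as inactive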
An asterisk follows results filed as active; & = joins results of further samples. Rule as the data show it, unless noted: active = inhibition above about 40%; inactive = the rest.

How did CCOc1ccc(-c2cc(C(=O)N/N=C\c3ccc(O)cc3)[nH]n2)cc1OC do in these assays?
hcGAS inh: -4; mcGAS inh: -4; NPYLR7 agonist: -2

How did N#Cc1ccc(NC2CCN(C(=O)C3CC3)CC2)nc1 do in these assays?
hcGAS inh: -7; NPYLR7 agonist: 3

How did O=C(CSCc1csc(-c2ccco2)n1)N1CCc2ccccc21 do in these assays?
hcGAS inh: -2; NPYLR7 agonist: 7

How did Cc1ccc(S(=O)(=O)N2CC(Cc3c(F)cccc3Cl)C2)cc1 do in these assays?
hcGAS inh: -6; mcGAS inh: -17; NPYLR7 agonist: 17

What do the screens show for `N#CC(=Cc1ccco1)c1nc(-c2ccc3[nH]c(=O)[nH]c3c2)cs1`?
hcGAS inh: -18; mcGAS inh: -2; NPYLR7 agonist: 13

How did Cc1cccc(N=c2oc3ccc(Cl)cc3cc2C(N)=O)c1 do in these assays?
hcGAS inh: 0; mcGAS inh: -3; NPYLR7 agonist: 2

What do the screens show for `O=c1[nH]c(-c2ccc(Cl)cc2)nnc1-c1ccccc1`?
hcGAS inh: 2; NPYLR7 agonist: 1

Results for CSc1ncc(C(=O)Nc2ccc(N(C)C)nc2)n1-c1ccccc1 ?
hcGAS inh: -8; NPYLR7 agonist: 9

What do the screens show for `COc1ccc(S(=O)(=O)N2CCOCC2)cc1NC(=O)C1(c2cccc(F)c2)CCC1`?
hcGAS inh: -9; mcGAS inh: -8; NPYLR7 agonist: 1

Results for COCCOCC(=O)Nc1ccc(F)cc1-c1ccc(Cl)cc1 ?
hcGAS inh: 2; NPYLR7 agonist: 6

What do the screens show for `Cc1cc(C(=O)N/N=C\c2ccc(C)o2)c2ccccc2n1`?
hcGAS inh: -4; mcGAS inh: -4; NPYLR7 agonist: 13

How did COCCN(CCOC)Cn1nc(Nc2ccccc2F)sc1=S do in these assays?
hcGAS inh: -2; NPYLR7 agonist: 3

Results for COc1ccc2nc3sc(C(=O)O)cc3cc2c1 ?
hcGAS inh: -2; mcGAS inh: -3; NPYLR7 agonist: 1

What do the screens show for `Cc1csc(CC2=NC(=O)C(CC(=O)Nc3ccc4ccccc4c3)S2)n1` (stereo not given)?
hcGAS inh: -9; NPYLR7 agonist: 1

Results for COc1ccc2nc(-c3ccc(NS(=O)(=O)c4cc(Cl)ccc4Cl)cc3)cn2n1 ?
hcGAS inh: -4; mcGAS inh: -8; NPYLR7 agonist: -10

How did CNc1nnc(SCC(=O)c2ccc(Cl)cc2)s1 do in these assays?
hcGAS inh: -3; mcGAS inh: 4; NPYLR7 agonist: -5

How did CCC(c1cccnc1)N(C)CC1CCC(N)CC1 (stereo not given) do in these assays?
hcGAS inh: -7; NPYLR7 agonist: 3

Results for CC(=O)OCC(=O)N1CCN(c2c(Cc3ccccc3)c(C)nc3ncnn23)CC1 ?
hcGAS inh: -2; mcGAS inh: -6; NPYLR7 agonist: 28

Results for Cc1cc(O)c(CN2CCN(CCO)CC2)c2c1C(=O)/C(=C/c1cccnc1)O2 ?
hcGAS inh: -5; mcGAS inh: -8; NPYLR7 agonist: 23

Results for O=c1c(Cl)c(N2CCN(c3nnnn3-c3ccccc3)CC2)cnn1-c1ccccc1 ?
hcGAS inh: -5; mcGAS inh: -4; NPYLR7 agonist: 9

In the list so far, three have a furan ring, fused or not.
How did O=C(CSCc1csc(-c2ccco2)n1)N1CCc2ccccc21 do in these assays?
hcGAS inh: -2; NPYLR7 agonist: 7

What do the screens show for `N#CC(=Cc1ccco1)c1nc(-c2ccc3[nH]c(=O)[nH]c3c2)cs1`?
hcGAS inh: -18; mcGAS inh: -2; NPYLR7 agonist: 13

What do the screens show for `Cc1cc(C(=O)N/N=C\c2ccc(C)o2)c2ccccc2n1`?
hcGAS inh: -4; mcGAS inh: -4; NPYLR7 agonist: 13

Next section:
Results for CCn1c(C)c(C(=O)CN(CCN2CCOCC2)C(=O)c2ccc(Cl)c(Cl)c2)c(C)c1C(=O)OC ?
hcGAS inh: 1; mcGAS inh: -4; NPYLR7 agonist: 15

What do the screens show for `COc1ccc(CC2CC(=O)N(NC(=O)Cc3c[nH]c4ccccc34)C2=O)cc1` (stereo not given)?
hcGAS inh: -5; mcGAS inh: -5; NPYLR7 agonist: -9

How did O=C(NCC1COc2ccccc2O1)C1Cc2cc(Cl)ccc2O1 (stereo not given) do in these assays?
hcGAS inh: -7; NPYLR7 agonist: 5

Results for Cc1ccc(C(NC(=O)C2CCN(CCOc3ccccc3)CC2)c2ccccn2)cc1 (stereo not given) ?
hcGAS inh: -3; mcGAS inh: -6; NPYLR7 agonist: 0

How did Cc1ccccc1-n1ncc2c(C3CC3)nn(CC(=O)Nc3ccc(F)cc3)c(=O)c21 do in these assays?
hcGAS inh: -5; NPYLR7 agonist: 6

How did CCNc1nc2c(c(=O)n(C)c(=O)n2C)n1CCCc1ccccc1 do in these assays?
hcGAS inh: -13; NPYLR7 agonist: 0

How did CCc1nc(-c2c(-c3ccccc3)ncn2CCCO)c(C)[nH]1 do in these assays?
hcGAS inh: -4; mcGAS inh: -15; NPYLR7 agonist: 3

Results for c1cc2[nH]nc(-c3ccsc3)c2c(-c2ccoc2)n1 ?
hcGAS inh: 2; mcGAS inh: 5; NPYLR7 agonist: 8

Results for CCOC(=O)C1CCCN(C(=O)c2ccc(CSc3nc(-c4ccccc4)cc(N4CCCC4)n3)o2)C1 (stereo not given) ?
hcGAS inh: -4; mcGAS inh: -4; NPYLR7 agonist: 9

Results for O=C(NCCc1ccccc1)N1CCC(c2nnc(C3CC3)s2)CC1 ?
hcGAS inh: -5; mcGAS inh: -7; NPYLR7 agonist: -6

How did CCC(c1ccc(O)cc1)C(CC)c1ccc(O)cc1 (stereo not given) do in these assays?
hcGAS inh: 4&-5; mcGAS inh: -5; NPYLR7 agonist: 2&-1

Results for COc1ccc(-c2nnc(SCc3cccc(C(F)(F)F)c3)n2-c2ccc(C)cc2)cc1 ?
hcGAS inh: 4; mcGAS inh: 3

Results for CCSc1nnc2ccc(-c3ccc(Br)cc3)nn12 ?
hcGAS inh: -6; mcGAS inh: -7; NPYLR7 agonist: -11

How did Cn1nc(-c2ccc(Cl)cc2)cc1NC(=O)Cn1cnc([N+](=O)[O-])n1 do in these assays?
hcGAS inh: -4; mcGAS inh: -2; NPYLR7 agonist: 1

Results for CCCc1ccc(OCc2ccc(C(=O)N/N=C\c3ccncc3)o2)c(OC)c1 ?
hcGAS inh: -3; NPYLR7 agonist: -2

How did CC(c1ccccc1)N1CCN(C(=O)Nc2ccc(F)c(F)c2F)CC1 (stereo not given) do in these assays?
hcGAS inh: 2; mcGAS inh: 0; NPYLR7 agonist: -2

How did COc1cccc(C2CC(c3cccs3)=NN2C(=O)CN2CCCC2)c1O (stereo not given) do in these assays?
hcGAS inh: 0; NPYLR7 agonist: -6

Results for CCCS(=O)(=O)N1CCN(C2CCCC2)CC1 ?
hcGAS inh: -7; NPYLR7 agonist: 13

How did Cc1c(C)c2c(c(C)c1O)CCC(C)(C(=O)N1CCCC(O)C1)O2 (stereo not given) do in these assays?
hcGAS inh: -6; mcGAS inh: -2; NPYLR7 agonist: 1

What do the screens show for `O=C(c1cccc(F)c1)N(Cc1cccnc1)Cc1nccn1Cc1cccc(C(F)(F)F)c1`?
hcGAS inh: -8; mcGAS inh: -6; NPYLR7 agonist: 12

Four records drawn at random from those above, as already listed:
How did COc1cccc(C2CC(c3cccs3)=NN2C(=O)CN2CCCC2)c1O (stereo not given) do in these assays?
hcGAS inh: 0; NPYLR7 agonist: -6

How did CCNc1nc2c(c(=O)n(C)c(=O)n2C)n1CCCc1ccccc1 do in these assays?
hcGAS inh: -13; NPYLR7 agonist: 0

Results for CCn1c(C)c(C(=O)CN(CCN2CCOCC2)C(=O)c2ccc(Cl)c(Cl)c2)c(C)c1C(=O)OC ?
hcGAS inh: 1; mcGAS inh: -4; NPYLR7 agonist: 15

How did CCC(c1ccc(O)cc1)C(CC)c1ccc(O)cc1 (stereo not given) do in these assays?
hcGAS inh: 4&-5; mcGAS inh: -5; NPYLR7 agonist: 2&-1

(listing goes on)
What do the screens show for `COc1ccc(-c2c(C)noc2-c2ccc(O)cc2O)cc1OC`?
hcGAS inh: -5; mcGAS inh: -11; NPYLR7 agonist: 3

Results for CNc1ccc2ncc(-c3ccc(OC)nc3)n2n1 ?
hcGAS inh: 3; NPYLR7 agonist: -1

What do the screens show for `Cc1cc(C)n(CCN(C)C(=O)CCc2nnc(-c3ccc(C)s3)o2)n1`?
hcGAS inh: -4; mcGAS inh: -10; NPYLR7 agonist: 5

What do the screens show for `CCOCCN1CCCC(CCc2ccc(F)c(F)c2)C1` (stereo not given)?
hcGAS inh: -4; mcGAS inh: -12

What do the screens show for `CC(=O)NCC(=O)N1CCN(Cc2ccc(-c3noc(-c4ccccc4)n3)cc2)CC1`?
hcGAS inh: 0; mcGAS inh: -4; NPYLR7 agonist: -6

What do the screens show for `O=C(c1cn2ccccc2n1)N(Cc1ccccc1)C1CCCCC1`?
hcGAS inh: -10; mcGAS inh: -16; NPYLR7 agonist: -4

Results for CCc1c(C)nc(-n2nc(C)cc2C)n(CC(=O)Nc2ccc(C(N)=O)cc2)c1=O ?
hcGAS inh: -6; mcGAS inh: -8; NPYLR7 agonist: 2

What do the screens show for `Cc1cccn2c(=O)c3cc(C(=O)N4CCN(C)CC4)n(C)c3nc12`?
hcGAS inh: -2; NPYLR7 agonist: 7

How did COCCNc1ncnc2ccc(Br)cc12 do in these assays?
hcGAS inh: -9; NPYLR7 agonist: 8

Results for O=C(NCCn1nc(-c2cccnc2)ccc1=O)C1CCCCC1 ?
hcGAS inh: -7; NPYLR7 agonist: 7

How did COc1ccc(CCOc2nc(-c3cccs3)n(-c3ccc(NC(=O)C4CCC4)cc3)n2)cc1 do in these assays?
hcGAS inh: -13; mcGAS inh: -5; NPYLR7 agonist: 7

What do the screens show for `COc1ccc(N2CCN(C(=O)c3csc(CSc4nnc(-c5cccnc5)n4-c4ccc(C)cc4)n3)CC2)cc1`?
hcGAS inh: -5; mcGAS inh: -2

How did O=C(CSc1ncnc2nc(N3CCc4ccccc4C3)sc12)NC1CCCCC1 do in these assays?
hcGAS inh: -4; mcGAS inh: -4; NPYLR7 agonist: -5

What do the screens show for `O=C(CN1C(=O)NC2(CCCCCC2)C1=O)c1ccc2ccccc2c1`?
hcGAS inh: -5; NPYLR7 agonist: 5

Results for CC(C)n1ccnc1CN1CCOc2c(O)cc(-c3cccc(Cl)c3)cc2C1 ?
hcGAS inh: -3; NPYLR7 agonist: 23

What do the screens show for `CC(C)C(=O)N1CCSC12C(=O)N(Cc1ccc(F)c(F)c1)c1ccccc12` (stereo not given)?
hcGAS inh: -2; mcGAS inh: -5; NPYLR7 agonist: 12

Results for Cc1c(C)n2c3c(=O)n(C)c(=O)n(C)c3nc2n1CCN1CCCCC1 ?
hcGAS inh: -4; NPYLR7 agonist: 10

How did Cn1c(=O)n(CCC(=O)NCCSCc2ccccc2C#N)c2ccccc21 do in these assays?
hcGAS inh: 0; mcGAS inh: -4; NPYLR7 agonist: -3

Results for COc1cc2c(cc1OC)CN(C(=O)c1sc3nc4c(cc3c1N)CN(C)CC4)CC2 ?
hcGAS inh: -3; NPYLR7 agonist: -13

How did Cc1ccc(-c2nnc(NC(=O)CSc3nnc(N)s3)s2)cc1 do in these assays?
hcGAS inh: -3; mcGAS inh: -6; NPYLR7 agonist: 2

What do the screens show for `O=C1CCC(=O)N1OCCOc1cccc(Oc2ccccc2)c1`?
hcGAS inh: -4; NPYLR7 agonist: 13

How did CCCN(CCC(=O)NCc1ccco1)c1nc(-c2cccc(Br)c2)nc2ccccc12 do in these assays?
hcGAS inh: -3; mcGAS inh: -7; NPYLR7 agonist: 23

Results for COc1ccc(C2SCC(=O)N2CCN2CCN(C(=O)NC(C)C)CC2)cc1OC (stereo not given) ?
hcGAS inh: 0; mcGAS inh: -5; NPYLR7 agonist: 24

What do the screens show for `OCC1CCN(Cc2cc3n(n2)CCCNC3)CC1`?
hcGAS inh: -8; mcGAS inh: -19; NPYLR7 agonist: 0

What do the screens show for `COc1ccccc1NC(=O)C1CC(=O)N(N(C)c2ccccc2)C1` (stereo not given)?
hcGAS inh: -2; mcGAS inh: -3; NPYLR7 agonist: -4

How did COc1cccc(CC(=O)N2C[C@H](O)[C@@H]3C[C@@H]2Cc2c3n(C)c3ccccc23)c1 do in these assays?
hcGAS inh: -2; mcGAS inh: -1; NPYLR7 agonist: -5

Results for O=C(NCCc1cccnc1)c1cn(Cc2ccccc2F)nn1 ?
hcGAS inh: -6; mcGAS inh: -10; NPYLR7 agonist: 2

Results for CCCn1nc(C)c(C(=O)NC(C)CCN2CCOCC2)c1C (stereo not given) ?
hcGAS inh: 0; mcGAS inh: -5; NPYLR7 agonist: 5

How did COc1ccc(CN2CCN(C3CCCC3)CC2CCO)cc1C (stereo not given) do in these assays?
hcGAS inh: 2; NPYLR7 agonist: -9

Results for CNc1cc(-c2ccc(C(C)=O)cc2)ncn1 ?
hcGAS inh: -1; NPYLR7 agonist: 0

What do the screens show for `Nc1nc(SCC(=O)N2CCc3ccccc32)[nH]c(=O)c1NC(=O)c1ccc(Cl)cc1`?
hcGAS inh: -3; mcGAS inh: -6; NPYLR7 agonist: -3

How did Cc1ccc2nc(-c3ccc(F)cc3)c(NC(C)(C)C)n2c1 do in these assays?
hcGAS inh: -6; mcGAS inh: -6; NPYLR7 agonist: 0

What do the screens show for `COc1ccc(Cc2nnc(SCC(=O)Nc3ccc(C)cc3)[nH]c2=O)cc1`?
hcGAS inh: -2; mcGAS inh: -6; NPYLR7 agonist: -7

How did O=S(=O)(c1ccc(Br)cc1)N1CCN(c2nc(Cc3ccccc3)nc3c2cnn3-c2cccc(Cl)c2)CC1 do in these assays?
hcGAS inh: -6; mcGAS inh: -6

How did O=C(c1cccs1)N1CCN(c2nc(-c3ccc(F)cc3)nc3cc(Cl)ccc23)CC1 do in these assays?
hcGAS inh: -3; mcGAS inh: -6; NPYLR7 agonist: 3
